Screens as filed in PubChem BioAssay.
Jurkat autofluor: counter-screen for VLA-4 integrin: compound autofluorescence in Jurkat cells; flow cytometry; active compounds read high; 1 = vehicle-only cell background; fluorescence ratio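 (tested at 10 µM compound in the well)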; 24,000 tested, 0.61% active;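 active = fluorescence ratio above 2.44, which is 1 plus 3 SD of all ratios; inconclusive = signal too bright to measure linearly, ratio around 10 or more; inactive = fluorescence ratio below 2.44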;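 also: green fluorescence of cells measured with 488 nm excitation and 530 nm emission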
VLA-4 agonist: allosterically activates the human VLA-4 integrin. 24,000 tested, under 10 active. Jurkat cells, LDV-FITC binding, flow cytometry. activation, % at 10 µM (by protocol). P13612;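 active = fluorescent ligand binding to cells raised by more than 40% of the manganese-induced maximum; inconclusive = compound's own fluorescence above 85% of the ligand control signal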;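 also: 0% = ligand binding without compound and 100% = manganese-stimulated maximal binding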
Target sequence (P13612 whole entry, looked up): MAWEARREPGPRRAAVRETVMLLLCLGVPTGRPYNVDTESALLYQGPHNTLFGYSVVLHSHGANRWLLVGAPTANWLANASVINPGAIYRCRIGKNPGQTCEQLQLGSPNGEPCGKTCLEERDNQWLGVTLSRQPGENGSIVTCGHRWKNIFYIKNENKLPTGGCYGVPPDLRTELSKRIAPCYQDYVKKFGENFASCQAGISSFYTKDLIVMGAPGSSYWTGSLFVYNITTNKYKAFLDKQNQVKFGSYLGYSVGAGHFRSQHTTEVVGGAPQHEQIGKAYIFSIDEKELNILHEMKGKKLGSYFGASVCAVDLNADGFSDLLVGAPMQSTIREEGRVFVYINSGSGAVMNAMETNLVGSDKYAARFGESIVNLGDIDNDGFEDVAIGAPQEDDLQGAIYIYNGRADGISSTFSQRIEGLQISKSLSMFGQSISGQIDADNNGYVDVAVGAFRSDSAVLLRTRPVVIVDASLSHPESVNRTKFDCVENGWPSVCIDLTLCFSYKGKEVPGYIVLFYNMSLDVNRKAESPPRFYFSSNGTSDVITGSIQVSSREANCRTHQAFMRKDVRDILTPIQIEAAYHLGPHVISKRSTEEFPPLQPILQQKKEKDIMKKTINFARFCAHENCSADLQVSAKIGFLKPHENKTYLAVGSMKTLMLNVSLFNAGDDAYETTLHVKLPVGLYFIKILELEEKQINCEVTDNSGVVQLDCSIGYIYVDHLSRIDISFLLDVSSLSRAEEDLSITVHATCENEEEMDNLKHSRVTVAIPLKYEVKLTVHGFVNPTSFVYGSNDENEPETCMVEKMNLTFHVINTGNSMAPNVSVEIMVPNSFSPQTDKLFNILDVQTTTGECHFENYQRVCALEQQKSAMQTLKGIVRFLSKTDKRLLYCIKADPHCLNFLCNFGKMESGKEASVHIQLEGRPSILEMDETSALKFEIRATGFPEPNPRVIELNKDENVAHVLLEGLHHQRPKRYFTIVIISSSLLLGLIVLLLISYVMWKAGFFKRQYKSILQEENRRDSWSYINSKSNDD
VLA-4 antagonist: inhibition of LDV-FITC ligand binding to human VLA-4 integrin | P13612 | Jurkat cells, LDV-FITC binding with Mn2+, flow cytometry; 100% = Mn2+-driven binding gain fully reversed | inhibition, % at 10 µM (by protocol) | 24,000 tested, 0.2% active | AID 529;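 active = inhibition above 50%; inconclusive = compound itself fluorescent, judged against control cell fluorescence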;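 also: 0% = Mn2+ stimulated cells lacking compound and 100% = ligand binding without Mn2+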
Prostate diff: promotes differentiation of LNCaP prostate cells. side scatter shift, % at 10 µM. 24,000 tested, 0.56% active. flow cytometry side scatter, 4 d;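 active = side scatter shift above 30%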;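 also: androgen-responsive LNCaP prostate cancer cells in charcoal-stripped serum medium; percent of cells past a gate set so DMSO wells show 10% shift; higher shift means more granular cells and more differentiation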
The depositor's hits bear a star; ? = inconclusive; / = no result given.

structure	VLA-4 agonist	VLA-4 antagonist	Jurkat autofluor	Prostate diff
CCOc1ccccc1C1C(C(=O)Nc2ccc(OC)cc2)=C(C)Nc2nc(CCCO)nn21 (stereo unspecified)	2.0	-16.0	1	7.0
COc1ccc(Cl)cc1C(=O)N(Cc1nc(-c2cccc(C)c2)no1)C(C)C	-3.0	19.0	0.98	1.0
O=C(Nc1cc(C(F)(F)F)ccc1Cl)C1CCN(c2nnc(-n3cccc3)s2)CC1	-9.7	12.0	1.06	6.0
COc1ccc(NC(=O)c2nnn(Cc3cccc(F)c3)c2N)c(OC)c1	2.0	3.0	1.03	4.0
CC1CC(=O)Nc2ccccc2S1(=O)=O (stereo unspecified)	2.0	-8.0	1.02	9.0
COc1ccc(C2C(C(=O)c3sc(C)nc3C)=C(O)C(=O)N2CCN(C)C)cc1OC (stereo unspecified)	4.0	-25.0	1.09	6.0
O=C(Nc1cccnc1)c1cc2c(ccc3ccccc32)o1	1.0	-7.0	1.05	12.0
COc1ccc(C2C(C(=O)c3sc(C)nc3C)=C(O)C(=O)N2CCN2CCOCC2)cc1 (stereo unspecified)	2.5	-20.5	1.16	11.0
COc1ccc(CN(C(=O)CNC(=O)c2ccco2)C(C(=O)NC2CCCC2)c2ccco2)cc1 (stereo unspecified)	0.5	-18.0	1.04	11.0
CC1=C(C(=O)OC2CCCCC2)C(c2cccnc2)n2nnnc2N1 (stereo unspecified)	?	?	0.9	7.0
CC(=O)Oc1c(S(=O)(=O)c2ccc(C)cc2)c(C)nn1C(C)(C)C	7.0	0.0	0.94	1.0
O=C(c1cc2cc3ccc(Cl)cc3nc2o1)N1CCN(Cc2ccc3c(c2)OCO3)CC1	?	?	1.1	7.0
CCC(C)(C(=O)NC1CCCCC1)N(Cc1ccco1)C(=O)CC1NC(=O)NC1=O (stereo unspecified)	-9.0	-1.0	0.99	4.0
CCC1CCCCN1CCCNC(=O)CNC(=O)Cn1ccc2ccccc2c1=O (stereo unspecified)	3.0	-12.0	1.03	4.0
Cc1cc(N2CCN(C)CC2)nc2ccc(NC(=O)CCC(=O)NCCC3=CCCCC3)cc12	-12.0	-7.0	1.08	9.0
CCOC(=O)N1CCC(N(C(=O)Nc2ccc(CC)cc2)C(C)CC)CC1 (stereo unspecified)	3.0	10.0	1.01	9.0
NC(=O)C1(N2CCCCC2)CCN(C(=O)c2ccc(-n3cnnn3)cc2)CC1	2.0	0.0	1.03	3.0
CCCCNC(=O)CS(=O)Cc1nc(-c2cccc(Cl)c2)oc1C (stereo unspecified)	?	?	1.03	9.0
CCCN1Cc2cccc(C(=O)Nc3cc(OC)cc(OC)c3)c2C1=O	2.0	-6.0	1.23	15.0
CC1CCCCC1NC(=O)CCCc1nc2ccccc2c(=O)[nH]1 (stereo unspecified)	3.5	-15.5	1.07	3.0
Cc1cc(=O)oc2cc(OCC(=O)OCC(=O)N3CCc4ccccc43)ccc12	2.0	-2.3	0.93	9.0
CC(=O)Nc1ccc(S(=O)(=O)N2CCC(c3nc4ccccc4[nH]3)CC2)cc1	0.5	-11.0	1.1	11.0
CCC1Oc2ccccc2N(CC(=O)NCCC2=CCCCC2)C1=O (stereo unspecified)	-16.0	-1.0	0.97	26.0
COC(F)(C(=O)Nc1ccc2c(c1)C(=O)NC2=O)C(F)(F)F (stereo unspecified)	0.0	-15.0	1.05	9.0
CCCNC(=O)Cc1ncn[nH]1	0.0	-14.0	0.95	4.0
CC(=O)N1CCCc2cc(S(=O)(=O)N3CCN(c4ccccn4)CC3)ccc21	1.0	8.0	1	13.0
Cc1sc(CO)c(Sc2ccccc2)c1C(=O)O	5.0	-2.0	0.98	/
CC(=O)C1=C(NC(=O)c2ccccc2F)C[C@@H]2[C@H]1C2(C)C	-4.0	-5.0	1.09	6.0
CCC(C)NC(=O)CCS(=O)(=O)c1ccc2c(c1)n(C)c(=O)c(=O)n2C (stereo unspecified)	5.0	-39.0	0.87	2.0
CCCCN(C)C(=O)c1cn(C)c2ccc(S(=O)(=O)N(C)C)cc2c1=O	3.3	-11.7	1	5.0
COc1ccccc1CNS(=O)(=O)c1cccc(S(=O)(=O)N2CCOCC2)c1	8.5	-21.0	1.01	5.0
O=C(Cn1cnc2c(nnn2Cc2ccc(F)cc2)c1=O)N1CCN(c2ccccc2)CC1	-6.0	-7.0	1.03	14.0
CC(=O)C(Sc1nc(-c2ccco2)nc2c1c(=O)n(C)c(=O)n2C)C(=O)N(C)C (stereo unspecified)	0.0	-8.0	1	6.0
CSc1nsc(SC)c1C(=O)N1CCN(S(=O)(=O)c2ccc(C)cc2)C1C (stereo unspecified)	1.0	12.0	1.08	11.0
CCn1cc(C2=NC(C(C)C)CO2)c2ccccc21 (stereo unspecified)	0.0	-5.0	1.03	12.0
Cc1cccc(NC(=O)c2cc(NC(=O)c3ccco3)ccc2N2CCCCC2)c1	-10.5	3.5	1.1	11.0

The closing three compounds of the part above come first, to join the parts.
structure	VLA-4 agonist	VLA-4 antagonist	Jurkat autofluor	Prostate diff
CSc1nsc(SC)c1C(=O)N1CCN(S(=O)(=O)c2ccc(C)cc2)C1C (stereo unspecified)	1.0	12.0	1.08	11.0
CCn1cc(C2=NC(C(C)C)CO2)c2ccccc21 (stereo unspecified)	0.0	-5.0	1.03	12.0
Cc1cccc(NC(=O)c2cc(NC(=O)c3ccco3)ccc2N2CCCCC2)c1	-10.5	3.5	1.1	11.0
COc1ccc(-c2nnc(SCC(=O)N3CCOCC3)o2)cc1OC	1.7	-5.7	1.01	3.0
Cc1cc(C)cc(Nc2ccc(C(=O)O)cc2N)c1	8.0	3.0	0.99	4.0
COc1ccccc1CNC(=O)CCN1C(=O)COc2ccc(C)cc21	-9.0	-10.0	1.04	5.0
Cc1ccc(-c2noc(CCC(=O)NC3CCCc4ccccc43)n2)cc1 (stereo unspecified)	-7.7	5.0	1.03	11.0
CCOC(=O)c1cc2sccc2n1CC(=O)Nc1ccc2c(c1)OCCO2	-0.5	-2.0	0.95	19.0
Cc1cc(Nc2cccc(C(F)(F)F)c2)n2nc(C)nc2n1	4.5	-10.5	0.96	2.0
CCc1ccc(Nc2oc(C)cc(=O)c2C(C)=O)cc1	4.0	-13.0	1.04	14.0
CC(C)OC(=O)CSc1nnc(-c2ccc(C(C)(C)C)cc2)n1N	-0.5	-20.0	0.94	4.0
COc1ccc2[nH]c(=O)c(CN(CCO)S(=O)(=O)c3ccc4c(c3)OCCO4)cc2c1	-2.5	-6.5	1.05	4.0
COc1ccc(-c2c(C#N)c(SCc3c(C)noc3C)nc3c2C(=O)CC(C)(C)C3)cc1	?	?	1.24	5.0
CCc1cccc(C)c1NC(=O)CN1C(=O)c2ccccc2S1(=O)=O	4.0	-22.0	1.02	5.0
COc1ccc2cnn(-c3ccccc3C)c(=O)c2c1OC	-2.0	-11.0	1.01	16.0
CCC1Oc2ccc(C)cc2N(CC(=O)NCCCN2CCN(Cc3ccccc3)CC2)C1=O (stereo unspecified)	3.0	10.0	1.05	4.0
O=C(CCNC(=O)c1ccc(Br)o1)NCc1ccc(Cl)cc1	-3.0	-13.0	1.11	4.0
CCC1Oc2ccc(C)cc2N(CC(=O)NCCCN2CCCCC2CC)C1=O (stereo unspecified)	8.0	-20.3	0.99	7.0
O=c1[nH]c2ccccc2n1CCCN1CCN(C(c2ccccc2)c2ccccc2)CC1	-20.0	26.0	1.11	3.0
Cc1ccc(NC(=O)c2ccccc2O)cc1	-2.0	3.0	1.07	14.0
COc1ccc(CNC(=O)c2ccc(N3CCCC3=O)cc2)cc1	-7.0	17.0	1.06	3.0
COc1cc2c(cc1OC)C(C(=O)NC1CC1)C1c3ccccc3CCN1C2=O (stereo unspecified)	1.0	-16.0	0.95	4.0
COc1cccc(-c2cc(C(=O)Nc3cc(C)on3)no2)c1	9.0	8.0	1.15	9.0
COC(=O)c1[nH]c2cc(OC)ccc2c1NC(=O)CCN1CCCCC1	2.5	-22.0	1.11	11.0
CSC1=NCCN1C(=O)c1ccc(S(=O)(=O)N2CCCCC2)cc1	?	?	0.9	10.0
CC(=O)c1ccc(OCC(O)CN2C(C)(C)CC(O)CC2(C)C)cc1 (stereo unspecified)	5.0	-44.0	0.99	3.0
CCOC(=O)c1nnn(-c2nonc2N)c1CNc1ccc(C)c(Br)c1	-5.5	-26.0	1.07	6.0
Cc1cc(NC(=O)CCCN2C(=O)c3cccnc3C2=O)no1	?	?	1.11	8.0
CC1c2nc3ccccc3n2C(CC(=O)NCc2ccccn2)C(=O)N1Cc1ccccc1 (stereo unspecified)	-0.3	3.3	0.99	8.0
CCCCSc1nc2c(c(=O)[nH]1)CCC2	7.0	-5.0	1	5.0
O=C(COc1ccc(Cl)cc1)NCc1nnc(SCC(=O)NC2CCCCC2)o1	3.0	8.0	0.97	7.0
COc1ccc(NC(=O)Cn2c(=O)sc3ccccc32)c(OC)c1	-4.0	7.0	1.07	12.0
CN(C)c1ccc(C=Nc2ccc(N(C)C)cc2)cc1	?	?	1.12	3.0
Fc1ccc(C2CC(c3ccco3)n3ncnc3N2)cc1 (stereo unspecified)	-2.0	-1.0	0.99	2.0
CC1(C)C2CCC1(CS(=O)(=O)NCc1ccc(C(=O)O)cc1)C(=O)C2 (stereo unspecified)	-5.0	-5.0	0.94	9.0
COC(=O)CN(c1ccc(C(C)C)cc1)S(=O)(=O)c1c(C)[nH]c(=O)[nH]c1=O	4.0	14.0	1.03	0.0
O=C(O)C1CC(=O)N(CCOc2ccccc2)C1 (stereo unspecified)	4.0	-48.0	1.05	11.0
CCOC(=O)c1[nH]c(C)c(CN(CCc2ccccc2)C(=O)CCC(=O)O)c1C	1.0	-11.0	1.04	2.0
Cc1oc(-c2ccccc2F)nc1CS(=O)(=O)CC(=O)N1CCN(Cc2ccccc2)CC1	-0.5	-2.0	0.98	6.0
Fc1ccc(-c2nnc(-c3ccc(Cl)cc3Cl)o2)cc1	-2.0	33.0	1.09	8.0
CCc1c(C)nc(SCCOc2ccc(OC)cc2)[nH]c1=O	?	?	1	7.0
COCCNC(=O)c1cn(C)c2ccc(S(=O)(=O)N(C)C3CCCCC3)cc2c1=O	?	?	0.82	9.0
COCCn1c(=S)[nH]c2cc(C(=O)NCC3CCCO3)ccc2c1=O (stereo unspecified)	6.0	-6.0	1.05	2.0
CCOC(=O)c1ccccc1NC(=O)c1ccc2c(=O)n3c(nc2c1)CCCCC3	10.7	-20.7	1.03	5.0
COc1ccc(OC)c(S(=O)(=O)n2nc(-c3ccccc3)cc2N)c1	-1.0	5.0	1.03	1.0
O=C(Cn1ccc2ccccc2c1=O)NCCC(=O)N1CCN(C(=O)c2ccco2)CC1	-6.3	-8.0	1.32	2.0
CCOCCOC(=O)C1=C(C)N(C)C(=O)NC1c1cc(Cl)c(O)c(OC)c1 (stereo unspecified)	1.0	-14.0	1.16	4.0
O=C1c2cccnc2C(=O)N1c1cccc(-c2nc3ccccc3o2)c1	5.5	-10.5	1.12	4.0
CCn1cc(C(=O)NCC(=O)OC)c2cc(OC)c(OC)cc2c1=O	5.0	-10.0	1.07	2.0
CN(C)C(=O)N1CCN(C(=O)c2ccco2)CC1	-1.0	0.0	1.03	6.0
CCC1CCCCN1S(=O)(=O)c1ccc2c(c1)CCN2C(=O)C1CCC1 (stereo unspecified)	-5.0	4.0	1.12	12.0
CCOc1ccc(CCNC(=O)CN(C)S(=O)(=O)c2cccc3nsnc23)cc1OCC	2.0	-1.0	1.06	14.0
O=C(Nc1ccc(SC(F)F)cc1)c1ccc2nccnc2c1	?	?	1.89	8.0
O=C(CCc1nc2ccccc2[nH]1)Nc1ccc2c(c1)OCCO2	7.0	0.0	0.94	18.0
Cc1cc2cc(CNC(=O)c3ccc4c(c3)OCO4)ccc2[nH]1	-4.7	-21.3	1	6.0
O=C(CC1CCS(=O)(=O)C1)NC1CCCCC1 (stereo unspecified)	-3.5	-32.0	1.05	6.0
Cc1ccc(S(=O)(=O)N2CCCC(C(=O)NC3=NCCS3)C2)cc1 (stereo unspecified)	4.5	-17.5	0.99	6.0
O=S(=O)(c1cccc2cccnc12)N(CCO)CCO	1.0	-1.0	0.98	9.0
O=C(CN1C(=O)CSC1=O)N1CCc2ccccc2C1	-4.0	2.0	1.08	7.0
CCOc1cccc2cc(-c3nnc(-c4ccccc4)o3)c(=O)oc12	-2.0	1.0	0.98	9.0
Cc1nc(-c2ccccc2)sc1C(N)=O	2.5	-2.0	1.07	12.0
Cn1cccc1Cc1nnc(SCC(=O)N2CCOCC2)n1-c1ccc(F)cc1	-2.0	0.0	1.01	5.0

Only part of the results is shown (hit frequency here may not be typical).
